High-throughput results from PubChem.
TAAR1 agonist – agonists of human TAAR1 | Q96RJ0 | CHO RD-HGA16 TAAR1, Fluo-8 calcium fluorescence; vehicle wells 0%, saturating PEA agonist 100% | activation, % at 3 µM | hit rate 0.99% among 360,000 | AID 624467;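 active = activation above the mean activation of all test compounds in the run plus 3 SD, cut at about 38% in these data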
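Test system: RD-HGA16 (CHO) cells co-expressing Gα16 and hTAAR1 / Benchmarks: DMSO vehicle as 0%, PEA at EC100 as 100% / Repeats: no replicates (n 1) / Measure: % activation from peak over basal fluorescence ratio, DMSO-to-PEA scaled / Timing: 17-24 h plating, Fluo-8 75 min 37 °C, 30 min RT / Technique: kinetic Fluo-8 calcium fluorescence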
CHO-K1 Ca PAM – nonselective activator or artifact in parental CHO-K1 calcium assay. ATP EC20, Fluo-8 calcium fluorescence; 0% at ATP EC20, 100% at ATP max. activation, % at 3 µM. hit rate 0.02% among 360,000. AID 602247;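 active = activation above the run cutoff, the mean activation of all test compounds plus 3 SD, cut at about 40% in these data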;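 also: peak over basal fluorescence ratio in a 140 s read after ATP addition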
TAAR1 antag – human TAAR1 antagonism | Q96RJ0 | CHO RD-HGA16 TAAR1, Fluo-8 calcium fluorescence, antagonist | inhibition, % at 3 µM | hit rate 1.5% among 360,000;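 active = inhibition above a per-plate cutoff, the mean inhibition of test compounds on that plate plus 3 SD, cut at about 49% in these data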;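 also: 0% = DMSO plus EC80 beta-PEA response and 100% = DMSO alone without agonist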
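Material: RD-HGA16 CHO cells with stable hTAAR1 and Gα16; Dosing: single nominal final test compound concentration of 3 µM; Schedule: seeding 17-24 h prior, 75-min 37 °C, 30-min RT dye loading; Detection: kinetic Fluo-8 calcium fluorescence measurement; Measure: % inhibition from peak post-agonist over basal fluorescence ratio; Benchmarks: vehicle and agonist controls.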
CHRM4 PAM – CHRM4 positive allosteric modulation | P08173 | CHO-K1 hM4/Gqi5, Fluo-8 calcium fluorescence, ACh EC20; 0% = ACh EC20, 100% = maximal ACh | activation, % at 3 µM | hit rate 0.4% among 360,000;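 active = activation above its plate's cutoff, the mean activation of sample wells plus 3 SD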; also: some results filed as inactive read as strong as hits
Target sequence (P08173 whole entry, looked up): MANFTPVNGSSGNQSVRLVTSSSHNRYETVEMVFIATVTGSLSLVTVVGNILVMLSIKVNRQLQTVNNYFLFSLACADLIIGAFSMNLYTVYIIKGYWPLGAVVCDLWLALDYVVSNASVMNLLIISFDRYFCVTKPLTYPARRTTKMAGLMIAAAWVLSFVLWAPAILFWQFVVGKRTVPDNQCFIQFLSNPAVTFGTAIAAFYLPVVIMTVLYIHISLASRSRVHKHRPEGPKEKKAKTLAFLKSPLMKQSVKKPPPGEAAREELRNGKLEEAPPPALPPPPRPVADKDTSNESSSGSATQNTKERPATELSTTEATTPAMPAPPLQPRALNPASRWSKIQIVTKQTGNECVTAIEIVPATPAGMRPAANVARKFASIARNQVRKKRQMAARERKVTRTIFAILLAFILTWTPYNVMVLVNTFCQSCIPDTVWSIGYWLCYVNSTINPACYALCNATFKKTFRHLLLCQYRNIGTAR
CHRM5 agonist – agonists of human muscarinic M5 receptor (CHRM5). hit rate 0.19% among 360,000. AID 624037. activation, % at 3 µM. CHO-K1 hM5 cells, Fluo-8 calcium fluorescence; 0% DMSO wells, 100% maximal acetylcholine response;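 active = activation above the run's mean over test compounds plus 3 SD, cut at about 23% in these data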;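 also: signal is peak over basal fluorescence ratio across the kinetic read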
Target sequence (P08912 whole entry, looked up): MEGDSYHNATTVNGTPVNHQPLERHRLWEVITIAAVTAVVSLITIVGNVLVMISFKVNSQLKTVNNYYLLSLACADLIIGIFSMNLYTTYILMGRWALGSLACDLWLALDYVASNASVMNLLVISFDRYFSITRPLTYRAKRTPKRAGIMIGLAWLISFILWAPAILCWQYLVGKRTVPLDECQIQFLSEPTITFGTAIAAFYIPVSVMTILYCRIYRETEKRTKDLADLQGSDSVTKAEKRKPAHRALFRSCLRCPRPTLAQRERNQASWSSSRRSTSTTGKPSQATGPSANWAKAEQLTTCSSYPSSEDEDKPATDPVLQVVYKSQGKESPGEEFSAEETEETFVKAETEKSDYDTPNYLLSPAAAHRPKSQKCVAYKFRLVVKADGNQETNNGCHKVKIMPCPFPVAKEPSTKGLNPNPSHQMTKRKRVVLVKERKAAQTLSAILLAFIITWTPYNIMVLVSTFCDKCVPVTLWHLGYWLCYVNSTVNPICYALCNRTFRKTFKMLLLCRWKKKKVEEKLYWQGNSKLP
M5 PAM – potentiates acetylcholine response at human M5 receptor; P08912; CHO-K1 hM5, Fluo-8 calcium, ACh EC20 PAM; 0% = ACh EC20, 100% = ACh EC100; activation, % at 3 µM; hit rate 0.3% among 360,000; AID 624038;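 active = activation above the run cutoff, the mean activation of all test compounds plus 3 SD, cut at about 18% in these data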
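System: CHO-K1 hM5 cells. Reagent: acetylcholine, EC20 level. Compound dosing: single dose, 3 µM nominal final test concentration. Timing: Post-acetylcholine fluorescence recording 140 s. Detection: Fluo-8 calcium fluorescence. Read-out: % activation, ACh-normalized. Benchmarks: ACh EC20 and EC100 wells. Repeats: singlicate, one well per test compound.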
CHRM5 antagonist – antagonists of human muscarinic M5 receptor (CHRM5); P08912; inhibition, % at 3 µM; CHO-hM5 cells, Fluo-8 calcium fluorescence, ACh EC80; hit rate 0.59% among 360,000;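 active = inhibition above a per-plate cutoff, the mean of that plate's test compounds plus 3 SD, cut at about 27% in these data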;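 also: 0% = acetylcholine EC80 with DMSO and 100% = DMSO without agonist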
CRFR2-BP ag – agonists of human CRF-binding protein/CRF-R2 receptor complex; HEK293 CRF-R2/CRF-BP, calcium dye fluorescence (FLIPR); percent of saturating CRF peptide response; activation, % at 13.2 µM; hit rate 0.46% among 350,000;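 active = activation of at least 50%, plus an integration ratio under a set limit after plate pattern correction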;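 also: plate controls were neutral control wells without compound for no effect and CRF at EC100 for full effect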
CRFR2-BP antag – CRF-BP/CRF-R2 complex antagonism. HEK293 CRF-R2/CRF-BP, CRF-induced calcium fluorescence. inhibition, % at 11.8 µM. hit rate 0.59% among 350,000;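 active = inhibition of the ligand-induced calcium signal above about 50% at the single tested concentration, limit read from the data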
* marks the source's active call; other numbers are inactive results; . = not tested or not shown.

Compound	CRFR2-BP antag	CHRM5 antagonist	CHRM5 agonist	CRFR2-BP ag	M5 PAM	TAAR1 antag	TAAR1 agonist	CHRM4 PAM	CHO-K1 Ca PAM
COc1ccc(NC(=O)C2CC(c3ccccc3O)=NO2)cc1OC (stereo not drawn)	-7.0	21.6	-4.7	-1.4	-12.0	17.0	3.6	1.4	-11.8
O=C(Nc1ccc2c(c1)oc1ccc(S(=O)(=O)N3CCCC3)cc12)C1CC1	-33.9	3.9	2.4	6.2	-13.1	15.9	4.6	10.9	16.9
C=C(C)Cn1c(SCC(=O)O)nc2c1c(=O)[nH]c(=O)n2C	-9.9	2.4	2.3	-2.5	-1.4	-6.6	0.4	7.5	19.4
C/C(=N\NC(=O)CN(c1ccccc1Br)S(C)(=O)=O)c1ccc2c(c1)OCCO2	-8.5	-3.4	-1.1	1.5	2.2	4.8	2.6	-2.4	9.6
Cc1ccc(-n2nc3c(N4CCC(C(=O)NCCc5ccccc5C)CC4)nnc(C)c3c2C)cc1	-6.9	-3.5	-6.8	0.4	4.9	.	.	-5.0	15.2
CSC(=NC#N)N1CCN(C(c2ccccc2)c2ccccc2)CC1	10.2	16.2	-8.7	-1.0	-18.9	-0.6	3.2	-8.8	17.2
CCOC(=O)COc1coc(CN2CCN(c3ccc(F)cc3)CC2)cc1=O	-2.4	7.1	-3.6	-0.8	-0.8	-6.5	1.5	-7.5	19.0
CC(=O)Nc1c(-c2ccccc2)c2cc(Br)ccc2[nH]c1=O	-15.4	-5.0	4.1	-0.7	3.1	-2.3	4.6	1.0	12.5

Reprinted at random: 2 records from the list.
Compound	CRFR2-BP antag	CHRM5 antagonist	CHRM5 agonist	CRFR2-BP ag	M5 PAM	TAAR1 antag	TAAR1 agonist	CHRM4 PAM	CHO-K1 Ca PAM
CC(=O)Nc1c(-c2ccccc2)c2cc(Br)ccc2[nH]c1=O	-15.4	-5.0	4.1	-0.7	3.1	-2.3	4.6	1.0	12.5
C=C(C)Cn1c(SCC(=O)O)nc2c1c(=O)[nH]c(=O)n2C	-9.9	2.4	2.3	-2.5	-1.4	-6.6	0.4	7.5	19.4

(more compounds)
Compound	CRFR2-BP antag	CHRM5 antagonist	CHRM5 agonist	CRFR2-BP ag	M5 PAM	TAAR1 antag	TAAR1 agonist	CHRM4 PAM	CHO-K1 Ca PAM
Cc1cc(C(=O)OCC(=O)NCc2ccc(Cl)cc2)c(C)o1	7.3	-5.8	-1.5	-2.2	5.8	8.8	2.9	-0.6	7.1
CN1CCN(Cc2cccc3ncccc23)CC1CCO (stereo not drawn)	13.0	-0.4	-0.2	-1.2	-1.4	-7.6	1.2	3.2	2.7
CC(C)C(=O)N1CCN(c2ccc([N+](=O)[O-])c(NC(C)c3ccccc3)c2)CC1 (stereo not drawn)	13.2	-2.7	-3.4	-0.3	2.2	-11.9	0.9	9.7	10.4
Cc1ccc(N(C)S(=O)(=O)c2ccc3[nH]cc(C(=O)NCCCN4CCOCC4)c(=O)c3c2)cc1C	-6.3	22.6	-9.5	-0.2	-9.4	6.7	1.4	-9.5	13.3
COCCNC(=O)C1(C)CCCN(C(=O)c2ccc3ccccc3c2)C1 (stereo not drawn)	.	-4.5	1.2	.	1.0	-17.4	0.5	6.2	13.1
N#CC1=C2SCN(c3ccc(F)cc3)CN2C(=O)CC1c1cccc(F)c1 (stereo not drawn)	14.4	3.0	-0.1	4.8	-3.8	-7.1	1.6	3.0	14.8
O=C(NCCCN1CCCCC1)c1ccc2c(c1)NC(=O)C(N1CCCCC1)S2 (stereo not drawn)	-12.8	-1.2	-2.2	0.3	5.5	-1.5	0.5	-5.0	15.5
COc1cccc(/C=N/NC(=O)c2cc(-c3cccn3C)n[nH]2)c1O	6.0	-4.4	2.7	-0.5	-1.8	4.8	9.8	8.8	-0.2
O=C(COC(=O)Cc1ccccc1F)NNC(=O)c1ccc([N+](=O)[O-])cc1	0.3	9.0	2.3	-1.7	-1.0	-37.0	3.1	6.1	7.9
Cc1ccc(NC(=O)c2cc(-c3ccco3)nc3ccccc23)cc1S(=O)(=O)N1CCOCC1	-6.0	17.8	3.0	-1.1	-2.8	30.7	8.5	-5.5	15.5
COc1ccc(/C(C)=N/OCC(=O)N=Nc2c(O)[nH]c3ccccc23)cc1	13.9	6.0	2.0	-1.0	-10.4	16.0	11.9	-9.1	5.6
O=C(C1CCN(S(=O)(=O)c2cccc3nsnc23)CC1)N1CCN(c2ccccc2F)CC1	11.3	7.1	-2.8	-0.9	-8.7	20.1	15.0	-6.4	21.2
O=C(NC1C2CC3CC(C2)CC1C3)c1ccc(N2CCNCC2)c([N+](=O)[O-])c1 (stereo not drawn)	-5.7	0.1	2.7	-0.2	0.7	1.6	4.5	-5.6	-4.5
CCOc1cc(/C=N/NC(=O)CN2CCOCC2)ccc1OCc1ccc(Cl)cc1	-3.0	-2.8	-1.8	1.3	5.6	34.1	12.8	-0.5	16.6
O=C(CN1CCCCC1)N/N=C/c1cccc(Cl)c1	-2.9	-3.9	-5.5	0.9	-2.1	2.1	3.8	0.0	13.2
CCCCNC(=O)CSc1nc2ccccc2c(=O)n1CCNC(C)=O	8.0	-2.8	-3.0	0.7	2.8	6.1	3.2	9.3	21.7
Cc1cc(N2CCN(C)CC2)nc2ccc(NC(=O)CCC(=O)NCCC(C)C)cc12	15.4	5.3	-3.7	-1.1	4.1	-30.6	0.5	-2.1	21.5
CSc1nc(C)c2c(c1C#N)CCCC2	-4.6	-10.3	-1.5	2.1	0.1	-5.3	0.3	6.7	-5.5
CN(Cc1ccco1)S(=O)(=O)c1csc(C(N)=O)c1	-2.7	-4.3	-3.5	0.3	-2.4	6.9	3.6	0.7	4.9
COc1ccc2c(c1)OC[C@H]1[C@@H]2N2C(=O)[C@@H](C)NC(=O)[C@@]2(C)[C@H]1c1ccccc1	3.8	-5.2	3.0	-0.5	12.5	7.9	7.5	5.5	23.0
Cc1cc(=O)[nH]c(SCC(=O)Nc2ccc(C(=O)O)cc2)n1	-6.5	-7.1	-1.7	3.8	0.8	-9.3	6.3	1.2	11.7
COc1ccc2c(CC(=O)N(C)CC3COc4ccccc4O3)coc2c1 (stereo not drawn)	30.6	-0.7	-0.8	-1.8	0.6	8.3	3.0	-12.3	9.9
COc1ccc(S(=O)(=O)Nc2ccccc2C(=O)NCc2cccnc2)cc1	3.1	15.3	-4.2	-0.2	-2.1	-14.3	5.2	4.9	13.7
C[C@H]1CN([C@@H](C)CO)C(=O)CCCn2cc(nn2)CO[C@@H]1CN(C)C(=O)Nc1ccnc(N2CCOCC2)c1	-7.5	-0.7	1.2	-0.6	-4.8	-4.4	3.8	1.6	-1.5
CCC(CC)C(=O)N(c1ccc(F)cc1)C1C=CS(=O)(=O)C1 (stereo not drawn)	-4.2	10.9	1.4	0.2	-1.2	-10.9	0.7	-1.4	2.1
CC1CCCC(C)N1C(=O)COC(=O)CCC1CCCC1 (stereo not drawn)	6.0	-17.6	-2.5	-0.2	10.8	-13.7	6.1	7.1	14.1
C=CCNC(=O)COC(=O)c1oc2ccccc2c1CSC1CCCCC1	-10.2	-3.8	-0.1	1.7	1.1	12.4	-1.4	-2.6	28.3
Cc1ccc(S(=O)(=O)CCC(=O)Nc2nc(-c3ccncc3)cs2)cc1	13.4	6.8	1.4	0.9	-3.1	-6.6	5.1	-0.7	12.4
O=C(NCC1COc2ccccc2O1)c1ccc(NC(=O)C2CCCO2)cc1 (stereo not drawn)	7.2	0.3	0.2	-0.5	-0.8	-4.2	3.7	-4.2	5.6
CO/N=C/c1cc([N+](=O)[O-])ccc1Sc1ccc(C)cc1	-49.2	4.9	-2.5	14.6	-1.6	-23.4	1.6	-6.7	18.3
O=C(NCc1ccc2c(c1)OCO2)c1cccc(F)c1	-6.4	-2.7	-1.3	-0.7	2.5	-9.2	4.3	2.3	18.5
Cn1cc(-c2csc(C(O)c3ccccc3)n2)cn1 (stereo not drawn)	.	6.6	1.1	.	0.5	-18.7	2.6	6.2	7.3
CN(CC(=O)NCC1CCCO1)S(=O)(=O)c1ccc(Br)cc1 (stereo not drawn)	-4.3	1.6	-3.9	-0.8	-4.7	-17.3	0.4	-3.6	-10.5
CC(=O)n1cc([C@@H]2C=C(C(=O)N3CCOCC3)O[C@H](OCCCCO)C2)c2ccccc21	-1.1	3.7	-0.1	-1.6	-1.1	-0.6	5.0	-5.8	11.2
COc1ccc(NC(=O)Cc2ccccc2)cn1	-5.2	1.3	-2.1	0.8	4.3	-28.6	3.6	0.0	11.5
COc1ccccc1NS(=O)(=O)c1ccc2oc(SC3CCOC3=O)nc2c1 (stereo not drawn)	-4.2	-1.1	5.5	-0.6	-3.9	.	.	-3.6	20.0
CN(CC(=O)Nc1ccc(F)c(F)c1F)C(=O)C1COc2ccccc2O1 (stereo not drawn)	-0.2	4.1	0.4	-0.1	-1.6	0.0	2.7	12.5	-4.0
O=C(NCCCN1CCCC1=O)C(=O)NCC1OCCN1S(=O)(=O)c1cc(F)ccc1F (stereo not drawn)	1.0	2.2	-0.7	1.8	0.5	-4.8	0.3	7.0	16.1
COc1ccc(NC(=S)N(CCc2nc3cc(C)c(C)cc3[nH]2)Cc2cccnc2)cc1	12.6	1.7	1.2	-2.0	2.2	-1.6	4.2	7.6	8.9

An unsorted share of the library. Share with any hit: about 4.2%.
